# D1 agonist: Allosteric Agonists of the Human D1 Dopamine Receptor: qHTS | D(1A) dopamine receptor (Homo sapiens), P21728 | HEK293 T-REx D1 cells, calcium flux, agonist mode | activation, % at 2 µM | actives 1% (n = 360,000) | AID 504660, 2011; in the data active = activation above about 30%; also: 0% is about no effect
# Target sequence (P21728 whole entry, looked up): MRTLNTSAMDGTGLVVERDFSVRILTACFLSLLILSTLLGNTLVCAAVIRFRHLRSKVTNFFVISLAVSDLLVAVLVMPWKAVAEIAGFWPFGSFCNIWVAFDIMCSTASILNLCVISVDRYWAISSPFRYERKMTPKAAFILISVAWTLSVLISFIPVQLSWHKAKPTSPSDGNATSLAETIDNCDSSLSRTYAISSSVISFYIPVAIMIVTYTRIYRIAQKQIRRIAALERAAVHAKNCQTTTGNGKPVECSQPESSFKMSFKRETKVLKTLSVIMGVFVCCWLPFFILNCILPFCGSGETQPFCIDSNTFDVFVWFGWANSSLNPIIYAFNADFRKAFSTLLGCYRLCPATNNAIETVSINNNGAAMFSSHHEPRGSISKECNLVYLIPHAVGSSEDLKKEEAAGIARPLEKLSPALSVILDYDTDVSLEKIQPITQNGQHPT
#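 Agonism was scored from calcium flux recorded over 180 s (1 read/s) after pintool compound addition, following a 10-cycle baseline. Cells were inducible force-coupled HEK293 TREx D1, plated overnight at 30 C and loaded with no-wash calcium dye.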
# D1 potentiator: Potentiators of Human D1 Dopamine Receptor: qHTS; AID 504651, 2011; potentiation, % at 10 µM; actives 0.036% (n = 360,000); HEK293 TREx D1 cells, calcium flux, dopamine EC20 potentiation; D(1A) dopamine receptor (Homo sapiens), P21728; in the data active = potentiation above about 30%; also: 0% is about no effect
# D2 potentiator: HTS Assay for Positive Allosteric Modulators of the Human D2 Dopamine Receptor: Primary Screen for Potentiators; D(2) dopamine receptor (Homo sapiens), P14416; HEK293 T-REx D2, calcium flux, EC20 dopamine potentiation; actives 0.34% (n = 340,000); potentiation, % at 10 µM;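 active = potentiation over 3 SD above the plate norm, cut at about 30% in these data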; also: 0% is about no effect
#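 Cells plated with tetracycline inducer and held overnight at 30 C; calcium dye loaded 30–90 min at room temperature; baseline taken, compound added and read 180 s; EC20 dopamine then added and read 180 s.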
# Vif-A3F inh: qHTS for Inhibitors of Vif-A3F Interactions: qHTS; HeLa A3F-eYFP + Vif (tagged APOBEC3F with the HIV-1 protein that degrades it), YFP fluorescence increase; Potency, µM (series often up to 46.1 µM), without a hit: at the top dose activity, negative = active; actives 0.2% (n = 390,000); also: potency is read from the fitted curve at half-maximal effect; % of control where 0% means no effect; nearly all actives have a fitted effect of over 65% in size
#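 HeLa cells stably expressing A3F-eYFP plus Vif, plated and incubated overnight at 37 deg C, then exposed to compounds overnight at 37 deg C. Blocked degradation read as raised yellow fluorescence (Ex 488/Em 500-530).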
# D1 antag: Antagonist of Human D 1 Dopamine Receptor: qHTS | HEK293 TREx D1 cells, calcium flux, dopamine EC80; active compounds read low | activity change, negative = inhibition, % at 10 µM | actives 3.2% (n = 360,000) | AID 504652, 2011; in the data active = activity change below about -30%; also: % is scaled to controls: 0 for no effect and ±100 for the full control effect
#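 HEK293 T-REx cells expressing inducible, force-coupled D1 receptor; no-wash Ca dye, 30–90 min RT. Cmpd → 180 s read at 1 Hz → EC80 DA → 180 s read.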
# Vif-APOBEC3G blk: qHTS for Inhibitors of Vif-A3G Interactions: qHTS; HeLa A3G-eYFP + Vif (tagged APOBEC3G with the HIV-1 protein that degrades it), YFP fluorescence, overnight; Potency, µM (highest dose often 46.1 µM), inactives show top-dose activity, negative = active, hits mostly inhibitors; actives 0.076% (n = 410,000);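 also: potency is read from the fitted curve at half-maximal effect; % is scaled to controls: 0 for no effect and ±100 for the full control effect; nearly all actives have a fitted effect of over 60% in size; hits raise eYFP signal because A3G escapes Vif-driven loss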
# Target sequence (Q9HC16 whole entry, looked up): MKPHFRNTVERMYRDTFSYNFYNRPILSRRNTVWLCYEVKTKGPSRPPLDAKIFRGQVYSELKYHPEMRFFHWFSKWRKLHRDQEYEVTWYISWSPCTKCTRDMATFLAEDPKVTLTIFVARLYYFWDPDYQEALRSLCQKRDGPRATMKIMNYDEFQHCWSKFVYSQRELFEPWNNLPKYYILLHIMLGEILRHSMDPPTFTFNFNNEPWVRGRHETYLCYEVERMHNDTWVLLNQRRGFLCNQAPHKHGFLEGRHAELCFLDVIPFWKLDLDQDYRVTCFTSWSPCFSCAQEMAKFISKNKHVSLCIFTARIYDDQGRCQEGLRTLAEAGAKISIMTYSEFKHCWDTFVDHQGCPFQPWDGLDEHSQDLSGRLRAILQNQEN
#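 HeLa cells stably expressing Vif and C-terminally eYFP-tagged A3G, seeded overnight at 37 deg C, then exposed to compound by pintool overnight at 37 deg C. Rise in yellow fluorescence (Ex 488/Em 500-530, Acumen) marks blocked Vif-driven A3G degradation.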
# Glioma ERSR ind: qHTS for Inducers of the Endoplasmic Reticulum Stress Response (ERSR) in Human Glioma: qHTS; U87-MG GRP78 promoter luciferase reporter, 16 h; Potency, µM, inactives show at the highest dose activation, usual class: activators; actives 0.02% (n = 420,000); also: potency is read from the fitted curve at half-maximal effect; series mostly up to about 76 µM; % of control where 0% means no effect; nearly all actives have a fitted effect of over 35% in size
#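 Stably transfected U87-MG human glioma cells carrying a GRP78-based luminescent sensor were seeded at 1000 cells/well, pin-dosed with compounds and incubated 16 h. Luciferase reagent was then added, and end-point luminescence was read after 10 min at room temperature.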
# RXFP1 agonist: qHTS Assay for Agonists of the Relaxin Receptor RXFP1. HEK293T-RXFP1 cAMP TR-FRET, 30 min; response scale: percent of porcine relaxin response, buffer zero. Potency, µM (doses to about 57.5 µM), inactives show at the highest dose activation, usual class: activators. actives 0.3% (n = 370,000); also: potency is read from the fitted curve at half-maximal effect; % is scaled to controls: 0 for no effect and ±100 for the full control effect; nearly all actives have a fitted effect of over 60% in size; many of its hits are not listed in these tables
#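 cAMP rise read by TR-FRET after 30 min, 37C compound exposure (up to 58 uM) in RXFP1-transfected HEK293 cells with Ro 20174 present. EC50 from Hill-equation fits, with 29 nM porcine relaxin as 100% and buffer as basal.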
# LDHA inh: qHTS assay for inhibitors of human lactate dehydrogenase. purified LDHA, NADH/diaphorase-resazurin fluorescence; active compounds read low. activity change, % (values are at about 110 or 230 µM). actives 0.15% (n = 480,000). AID 1347041, 2019; in the data active = activity change below about -30%; inconclusive = mostly about -25% to -30%;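 also: plate controls were DMSO wells for no effect and wells without enzyme for full effect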
#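 Remaining NADH was detected by diaphorase (0.133 mg/mL) converting 37 µM resazurin to fluorescent resorufin, read at 0 and 20 minutes. The preceding 5-minute room-temperature reaction used 2 nM LDHA, 0.2 mM sodium pyruvate and 0.06 mM NADH at pH 7.4.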
# * = called active by the depositor; u = inconclusive; x = not tested or not shown; & = joins results of further samples. Unless noted, calls follow the shape of the dose curve; as a rule, active = well fitted curve in the direction sought with a large enough effect; inconclusive = small, poorly fitted or top-dose-only effect, or another doubt; inactive = no such curve, though single readings can be large; an effect the other way counts as inactive or inconclusive.
canonical_smiles	D1 agonist	D1 potentiator	D2 potentiator	Vif-A3F inh	D1 antag	Vif-APOBEC3G blk	Glioma ERSR ind	RXFP1 agonist	LDHA inh
CCOc1ccc(-c2nc(SCC(=O)c3ccccc3)n[nH]2)cc1	0	-1	13	-3%	6	0%	4%	-2.1%	-10
CCC(C)NS(=O)(=O)c1ccc(OCC(=O)NCc2ccc3c(c2)OCO3)cc1 (configuration not stated)	1	-1	1	0%	-13	2%	-5%	0.8%	-3
O=C(NCc1ccco1)c1ccc(CS(=O)Cc2cccc(Cl)c2)o1 (configuration not stated)	2	-15	0	1%	-8	-1%	-6%	-0.3%	-1
CCOC(=O)c1c[nH]c2c(C(=O)c3ccccc3)cc(Cl)cc2c1=O	14	-6	0	5%	-9	2%	-3%	0.0%	0
COCCCn1c(=O)c2sccc2n2c(CCCC(=O)NCc3ccc(OC)cc3)nnc12	4	-2	3	0%	-31*	1%	-8%	8.6%	-1
CC(=O)N(C)c1ccc(NS(=O)(=O)Cc2ccccc2)cc1	3	-7	-15	9%	-20	1%	-1%	0.0%	-2
O=C(NNS(=O)(=O)c1ccccc1)C(O)(c1ccccc1)c1ccccc1	0	4	-11	4%	11	-1%	-2%	0.8%	-3
O=C(O)CCCC(=O)Nc1ccc(N=Nc2ccccc2)cc1	1	-3	2	0%	6	-1%	3%	-4.8%	-4
O=C(NCCC1CCCCN1S(=O)(=O)c1ccc(F)cc1)C(=O)NC1CC1 (configuration not stated)	1	-3	0	9%	3	-8%	-4%	1.1%	-7
Cc1c(NC(=O)c2cc(-c3ccc(Cl)s3)nc3ccccc23)c(=O)n(-c2ccccc2)n1C	1	0	3	3%	-1	-10%	2%	-1.3%	-4
C=CCn1c(CCSCc2ccccc2)n[nH]c1=S	6	-1	2	0%	-4	2%	-1%	-0.2%	-3
N#CC1C(=N)Cc2ccccc2-c2ccccc21 (configuration not stated)	x	x	x	-4%	x	u	-8%	x	1
O=C(CSc1nnc(Cc2ccccc2)n1-c1ccc(Cl)cc1)N1CCOCC1	4	-1	2	-10%	4	1%	1%	-1.2%	-9
O=C(NC(=S)Nc1ccccn1)c1ccco1	-1	-4	4	8%	-21	-1%	1%	0.2%	-4
CCOc1ccc(N(CC(=O)NC2CCCC2)C(=O)CSc2nnc(COc3ccccc3)o2)cc1	6	-7	5	-9%	-5	1%	-3%	1.4%	0
COc1cc(C(=O)N2CCC3(CC2)NCCc2[nH]cnc23)cc(OC)c1OC	0	2	-4	-3%	-4	0%	-5%	1.4%	-1
Cc1ccccc1Cn1c(CN2CCC(C(=O)NCc3cccnc3)CC2)cc2ccccc21	3	3	5	0%	34	-3%	-3%	-0.2%	-1
CCOc1ccc(C(=O)Nc2cccc3cccnc23)cc1	4	7	-2	-5%	40	-7%	-3%	1.0%	-5
Cc1cc(C(=O)NCc2cc(C(=O)O)oc2C)c(C)o1	1	-2	-12	-6%	3	1%	-2%	0.2%	0
O=C(CNC(=O)c1ccc(Cl)cc1)OCc1cc(=O)n2nc(C3CCCCC3)sc2n1	7	-4	-6	6%	-6	-1%	-1%	1.4%	-10
O=C(NCCC(=O)N1CCCCC1)c1ccc(Br)cc1	1	-3	-2	2%	-3	-4%	-1%	-1.7%	-2
CC(C)NC(=O)COC(=O)c1ccc(Oc2ccccc2)cc1	8	-1	19	1%	-7	2%	-2%	0.9%	-3
Cc1cccc(-c2nc(S(=O)(=O)c3ccc(F)cc3)c(NCCCN3CCOCC3)o2)c1	22	-3	-23	-4%	16	-2%	-5%	0.3%	-2
C/C(O)=C(\N=Nc1cc(C)ccc1O)C(N)=O	-1	-8	3	-6%	8	-9%	2%	-0.3%	7
COc1ccccc1CNC(=O)c1ccc2c(c1)N(Cc1cccc(C)c1)C(=O)c1ccccc1S2(=O)=O	5	-1	-2	5%	-6	-1%	0%	0.7%	-4
c1ccc(-c2nnc3ccc(N4CCCC4)nn23)cc1	0	-7	-3	-2%	-12	-2%	-2%	3.2%	-1
Cc1ccc(/C=N/NC(=O)c2nnn(-c3nonc3N)c2CN(C)C2CCCCC2)cc1	4	5	1	-5%	13	-4%	-1%	2.5%	-1
COc1ccccc1-c1c(C)nn2c(N3CCN(c4cccc(Cl)c4)CC3)cc(C)nc12	3	5	-19	0%	3	-1%	-4%	1.1%	-1
O=C(Nc1cccc(F)c1)C1CCCN(S(=O)(=O)c2cnc[nH]2)C1 (configuration not stated)	4	1	6	-3%	-3	0%	5%	-0.5%	-3
CCc1ccc(NS(=O)(=O)c2ccc3[nH]cc(C(=O)NCc4ccc(C)cc4)c(=O)c3c2)cc1	4	7	2	-8%	17	-2%	2%	-1.6%	-17
O=C(C1CCN(S(=O)(=O)c2cnc[nH]2)CC1)N1CCN(c2ncccn2)CC1	1	0	-3	4%	-3	2%	-8%	0.2%	-1
COc1cccc(NC(=O)C2CCCN2S(=O)(=O)c2ccc3c(c2)n(C)c(=O)c(=O)n3C)c1 (configuration not stated)	1&-1	-3&-1	2&-1	-14%&7%	45&16	1%&-2%	2%&0%	3.7%&0.7%	-3&-7
O=C(N/N=C1\CCCc2ccccc21)c1ccccc1[N+](=O)[O-]	3	-5	11	4%	7	1%	-5%	-0.9%	-6
CCOC(=O)c1cc(C(=O)NC(C)c2ccccc2)c(=O)[nH]c1C (configuration not stated)	1	-1	-6	1%	-11	1%	3%	2.0%	1
O=C(c1ccccc1F)N1CCN(S(=O)(=O)c2ccc(S(=O)(=O)N3CCCCC3)cc2)CC1	1	-1	3	3%	-4	0%	-2%	-1.7%	-4
COc1ccc(Br)cc1CNC(=O)CCc1nc(-c2ccc(C)cc2)no1	1	8	-3	2%	-18	-5%	-4%	1.0%	1
Cc1ccc(CNC(=O)CSc2nc3n[nH]c(C)c3c(=N)n2-c2cccc(C)c2)cc1	4&5	-9&-6	-22&24	0%&5%	-4&-25	-14%&0%	-6%&-2%	5.1%&0.3%	-2&-7
COc1ccc(C(=O)CC(=O)C(=O)Nc2ccccc2C(F)(F)F)cc1	7	1	-11	6%	8	9%	0%	2.4%	-1
CC(CC(=O)OCC(=O)Nc1ccc2[nH]c(=O)[nH]c2c1)c1ccccc1 (configuration not stated)	1	8	-12	-7%	3	-6%	2%	-1.1%	0
COc1ccc2[nH]c(=O)c(CN(Cc3ccccc3OC)Cc3nnnn3CC3CCCO3)cc2c1 (configuration not stated)	0	-4	2	-7%	3	0%	0%	5.7%	2
CC(C)(C)NC(=O)C(c1ccc(OCC(N)=O)cc1)N(C(=O)c1cccnc1)C1CC1 (configuration not stated)	2	2	9	0%	-6	0%	-4%	0.1%	-3
CCC(C)CCN1C(N(C)C)=NC[C@@H]1C (some centres not stated)	3	2	9	-4%	-14	1%	-2%	0.3%	-8
Cc1cccc(-n2ccc(=O)c(C(=O)O)n2)c1	4	3	-3	13%	-13	3%	-5%	1.4%	-4
COc1ccccc1-c1ccc(C(=O)O)o1	5	-5	-2	-11%	-2	4%	0%&-3%	2.4%	-1
CCCCNC(=S)Nc1ccc(F)cc1	1	-2	-3	5%	3	0%	-1%	1.8%	-6
COC(=O)C1CC(c2c(OC)cc(OC)cc2OC)=NO1 (configuration not stated)	-1	-2	9	3%	-2	-2%	-6%	-1.2%	-3
O=C(Cn1c(=O)ccc2cc(S(=O)(=O)N3CCCC3)ccc21)Nc1ccc(Cl)cc1	0	-1	x	4%	5	-3%	-4%	2.4%	-14
COc1cc(-c2[nH]ncc2CN2CCc3sccc3C2)cc(OC)c1OC	1	2	1	1%	2	-7%	-4%	0.0%	-6
COc1ccc(C(C#N)N2CCCCC2)cc1OC (configuration not stated)	2	-9	-4	-3%	-21	0%	-3%	2.0%	-6
Cc1cc(C)cc(NC(=O)C2CCCN(c3nnc(C)c4c(C)n(-c5ccccc5)nc34)C2)c1 (configuration not stated)	0	-3	0	6%	8	-2%	1%	1.6%	1
O=C(NC1(C(F)(F)F)N=C(c2ccccc2)NC1=O)c1ccc(Cl)cc1Cl (configuration not stated)	3	5	10	-7%	0	-1%	-2%	1.3%	-13
N#CC1=C(N)Oc2cc(O)ccc2C1C1CCCCC1 (configuration not stated)	1	-1	-4	-11%	-28	u	-7%	3.7%	1
COc1ccc2oc(C(=O)OCC(=O)N3CCN(C(C)=O)CC3)c(C)c2c1	6	-4	-2	0%	34	-6%	-3%	1.8%	0

# Only Glioma ERSR ind, D2 potentiator and D1 potentiator, for some of the entries so far:
canonical_smiles,Glioma ERSR ind,D2 potentiator,D1 potentiator
O=C(NCCC(=O)N1CCCCC1)c1ccc(Br)cc1,-1%,-2,-3
CC(C)NC(=O)COC(=O)c1ccc(Oc2ccccc2)cc1,-2%,19,-1

# Molecules shown so far with a thiophene ring, fused or not:
canonical_smiles	D1 agonist	D1 potentiator	D2 potentiator	Vif-A3F inh	D1 antag	Vif-APOBEC3G blk	Glioma ERSR ind	RXFP1 agonist	LDHA inh
COCCCn1c(=O)c2sccc2n2c(CCCC(=O)NCc3ccc(OC)cc3)nnc12	4	-2	3	0%	-31*	1%	-8%	8.6%	-1
Cc1c(NC(=O)c2cc(-c3ccc(Cl)s3)nc3ccccc23)c(=O)n(-c2ccccc2)n1C	1	0	3	3%	-1	-10%	2%	-1.3%	-4
COc1cc(-c2[nH]ncc2CN2CCc3sccc3C2)cc(OC)c1OC	1	2	1	1%	2	-7%	-4%	0.0%	-6

# A portion of the library; count on the stated rates, not on these rows.
